Source: PubChem (National Center for Advancing Translational Sciences (NCATS))
BRCA1 expr up = BRCA1 expression activation | Potency, µM (titrated, usually from 46.1 µM), for the others: at the top dose activation, hits mostly activators | 380,000 tested, 1.1% active | AID 624202 | MCF7-BRCA1-FFLuc reporter, luminescence, 48 h; response scale: scaled: vehicle 0%, 10 µM genistein 100%; active = well fitted activation curve with a large enough effect; note: nearly all actives have a fitted effect of over 80% in size; some results filed as inactive show a strong effect at the top dose
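Using MCF7 cells harboring a BRCA1 firefly luciferase reporter, plated 2 h before compound pinning, the screen measured luminescence after 48 h incubation. Responses were normalized to DMSO and 10 microM genistein, then fitted for concentration-effect.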
Starred values were filed as active, the others as inactive. Potency is the fitted concentration of half-maximal effect. This is a subset. The share of hits here may be higher or lower than overall.

Preview, three compounds:
SMILES | BRCA1 expr up
CCC(CC)C(=O)N(C)c1c(C)nc2c(OCCOc3ccccc3)cccn12 | 20%
O=c1[nH]c(SCc2ccccc2)ncc1S(=O)(=O)c1ccccc1 | 0%
O=C(NNC(=O)C1CCC1)c1ccc(F)cc1 | 34%

This part in full, from the first entry:
SMILES | BRCA1 expr up
CCC(CC)C(=O)N(C)c1c(C)nc2c(OCCOc3ccccc3)cccn12 | 20%
O=c1[nH]c(SCc2ccccc2)ncc1S(=O)(=O)c1ccccc1 | 0%
O=C(NNC(=O)C1CCC1)c1ccc(F)cc1 | 34%
O=C(NCCc1cccs1)Nc1nnc([C@H]2C[C@H](O)[C@@H](CO)O2)s1 | 12%
CCCN(CC1CC1)c1cc2c(c3c1ccn3C)C1CCC2O1 (configuration not stated) | -13%
O=C1C(=O)C(c2ccc(O)cc2O)Oc2cc(O)cc(O)c21 (configuration not stated) | -3%
CCOC(=O)C1=CCN(S(=O)(=O)c2ccccc2Cl)C1c1ccccc1 (configuration not stated) | -17%
Cc1csc(-c2cc(C(=O)NCc3cc(C(F)(F)F)cc(C(F)(F)F)c3)n[nH]2)c1 | -16%
COc1ccc([C@H]2N[C@]3(CCCN(CC4CCCCC4)C3=O)[C@H]3C(=O)N(C)C(=O)[C@@H]23)cc1 | 9%
CC(C)C[C@@H]1CN(CCCC[C@H]2CNC(=O)C(=O)N2CCC2CCCCC2)C(=O)C(=O)N1CCc1ccc(O)cc1 | 0%
CCOC(=O)C1(C)CCCN(C(=O)c2ccc(OC(F)F)cc2)C1 (configuration not stated) | 10%
Cc1ccc(CN(C)C[C@@H]2OCc3cnnn3CCCC(=O)N([C@@H](C)CO)C[C@H]2C)cc1 | 4%
NC(=O)c1ccc(-c2ccc(N3C(c4ccsc4)=Cc4ccc(F)cc4C3CC(=O)c3ccco3)cc2)cc1 (configuration not stated) | -44%
C1=CN2CC=Cc3cc(/C=C/c4ccnc5ccccc45)cc(c32)C1 | -51%
N#Cc1cccc(-c2csc(C(O)c3ccc(F)cc3)n2)c1 (configuration not stated) | 7.9µM*

5 compounds already listed, ordered by length of the SMILES, rising:
SMILES | BRCA1 expr up
CCCN(CC1CC1)c1cc2c(c3c1ccn3C)C1CCC2O1 (configuration not stated) | -13%
O=C1C(=O)C(c2ccc(O)cc2O)Oc2cc(O)cc(O)c21 (configuration not stated) | -3%
CCC(CC)C(=O)N(C)c1c(C)nc2c(OCCOc3ccccc3)cccn12 | 20%
Cc1csc(-c2cc(C(=O)NCc3cc(C(F)(F)F)cc(C(F)(F)F)c3)n[nH]2)c1 | -16%
CC(C)C[C@@H]1CN(CCCC[C@H]2CNC(=O)C(=O)N2CCC2CCCCC2)C(=O)C(=O)N1CCc1ccc(O)cc1 | 0%

The list goes on:
SMILES | BRCA1 expr up
CCNc1nc(C#N)nc(NCC)n1 | 6%
CC1(C(=O)NS(C)(=O)=O)CCN1C(=O)C/C=C/c1ccccc1 (configuration not stated) | 14%
COc1ccc(-n2nnnc2C(CCc2ccccc2)N2CCN(C/C=C/c3ccccc3)CC2)cc1 (configuration not stated) | -46%
CC(C)c1ccc(NC(=O)Nc2nc(C(N)c3ccccc3Cl)cs2)cc1 (configuration not stated) | -50%
Cc1ccc(S(=O)(=O)N2C[C@H]3C(=O)C[C@@H](c4cccc(Cl)c4)N(S(=O)(=O)c4ccc(C)cc4)[C@H]3C[C@H]2c2cccc(Cl)c2)cc1 | 6%
COc1ccc(OC(=O)N(C)C[C@@H]2OCc3cn(nn3)CCCC(=O)N([C@H](C)CO)C[C@H]2C)cc1 | 0%
CC(=O)NC(c1ccc(F)c(F)c1)c1nc(-c2ccc(C)c(C)c2)cs1 (configuration not stated) | 2%
OC[C@@H]1CN(Cc2ccc(Cl)cc2)C[C@H](n2cnc3c(NCc4ccco4)ncnc32)O1 | 11%
COCCNc1ncnc2c1ncn2[C@H]1CN(Cc2ccc(Cl)cc2)C[C@@H](CO)O1 | -2%
Clc1ccccc1Nc1nc(NCc2ccccc2)nc2ccsc12 | -5%
Oc1cccc2cc(-c3ccncc3)cnc12 | -39%
Cc1ccc(C=O)c([B-](F)(F)F)c1 | 2%
CCN(C(=O)CN1C(=O)NC2(CCCC2)C1=O)c1nc2c(C)cccc2s1 | -11%
CC1(C(=O)Nc2ccc3c(c2)OCCO3)CCN1C(=O)Cc1ccc(-c2ccccc2)cc1 (configuration not stated) | -28%
CC(=O)NC(c1cccc(F)c1)c1nc(-c2ccoc2)cs1 (configuration not stated) | 13%
CCc1ccc(OC2(C)CCN(Cc3ccc4c(c3)OCCO4)C2)cc1 (configuration not stated) | -3%
Cn1nc(-c2ccc(F)cc2)nc2c(=O)n(C)c(=O)nc1-2 | -79%
O=C(C[n+]1ccc2ccccc2c1)c1ccc2ccc3ccccc3c2c1 | 13%
c1ccc(Nc2nc(Nc3ccccc3)nc(-n3cccn3)n2)cc1 | -28%
COc1ccc(C(=O)N2CCC2(C)C(=O)O)cc1F (configuration not stated) | 8%
O=C(CC1c2ccccc2C=C(c2ccsc2)N1c1ccc(-c2cccnc2)cc1)C1CC1 (configuration not stated) | 0%
COC(=O)[C@]12CCCCC=C1N(Cc1ccc(Cl)cc1Cl)C(=O)[C@H](CC(=O)NCc1cccs1)C2 | -3%
CCCc1c(C(=O)N/N=C/c2c[nH]c3ccccc23)nnn1-c1nonc1N | -29%
COc1cccc(-c2cc(CNC(=O)[C@H]3O[C@@H](n4ccc(N)nc4=O)[C@H](O)[C@@H]3O)no2)c1 | 19%
CCCCC[C@H](C)N1C[C@@H](COCc2ccccc2)Oc2cc(N3CC[C@@H](O)C3)ccc2S1(=O)=O | -27%
CCOC(=O)N1CCN(C(=O)c2ccc3oc(CCc4ccccc4)nc3c2)CC1 | 57%
Cc1cc2nc(-c3ccco3)c(Cc3cccc(Cl)c3)n2c(C)c1Br | -8%
CC(C)CNc1ncnc2c1ncn2[C@H]1CN(CCc2ccccc2)C[C@@H](CO)O1 | 1%
COc1ccc(-c2cnc3c(NC=O)cc(-c4ccccc4OC)cn23)cc1OC | -69%
C[C@@H]1CN([C@@H](C)CO)C(=O)CCCn2nncc2CO[C@H]1CN(C)Cc1ccc(Oc2ccccc2)cc1 | 0%
C[C@H](CO)N1C[C@H](C)[C@H](CN(C)Cc2cncnc2)Oc2cc(Br)ccc2S1(=O)=O | 3%
COc1ncc(-c2ccc(N3C(c4ccsc4)=Cc4ccc(F)cc4C3CC(=O)c3ccco3)cc2)cn1 (configuration not stated) | 0%
O=S(=O)(Nc1ccc(C(O)(C(F)(F)F)C(F)(F)F)cc1)c1cccc2cccnc12 | 1%
CN(C)c1ccc(/C=C/c2sc3ccccc3[n+]2CCCCI)cc1 | -44%
COc1ccc(CCNc2ncnc3nc[nH]c23)cc1 | 51%
COc1ccc(CN2C(=O)C(CC(=O)NCCCCc3ccccc3)CC(C(=O)N(C(C)C)C(C)C)=C2C)cc1 (configuration not stated) | -32%
CCN(CC)CCN1CCN(c2cncc(-c3ccc4ccccc4c3)n2)CC1 | 0%
CSc1ccc(CNC(=O)C2(C)CCCN(C(C)C)C2)cc1 (configuration not stated) | 13%
CNC(=O)C1CN(C(=O)c2cccc(S(=O)(=O)N3CCc4ccccc43)c2)c2ccccc2O1 (configuration not stated) | -10%
CCOC(=O)N(C)c1c(CC)nc2c(OCCOc3ccccc3)cccn12 | -11%
CCOC(=O)[C@]12CCC=C1N(Cc1cccc3ccccc13)C(=O)[C@H](CC(=O)N1CCCC1)C2 | -10%
CCN(CC)C(=O)C1=C(C)N(Cc2ccccc2)C(=O)C(CC(=O)NC(c2ccccc2)c2ccccc2)C1 (configuration not stated) | -8%
CCCCCCCCN1C(=O)[C@H](CC(=O)N2CCOCC2)C[C@@]2(C(=O)OC)CCCCC=C12 | -21%
O=C(O)C(Cc1c[nH]c2ccccc12)NS(=O)(=O)c1ccc(F)cc1 (configuration not stated) | -6%
CC(=O)Nc1ccc(/C=C/c2ccnc3ccccc23)cc1[N+](=O)[O-] | 0%
CC1OC(C(C)(C)C)CC2=C1C(=O)OC(C)(C)O2 (configuration not stated) | 3%
CC(C)COC(=O)N(C)C[C@@H]1OCc2cnnn2CCCC(=O)N([C@@H](C)CO)C[C@@H]1C | 18%
COc1ccc(S(=O)(=O)N2CCOC2CNC(=O)C(=O)NCc2ccc3c(c2)OCO3)cc1C (configuration not stated) | -4%
Cc1ccc(C(C)C)cc1-n1nnc(-c2cccc(Cc3ccc4ccccc4c3)c2)c1C(C)O (configuration not stated) | -29%
CCOC(=O)C1=CCC(c2ccccc2)N(S(=O)(=O)c2ccccc2)C1 (configuration not stated) | 7%
O=C(Nc1ccc(Cl)cc1)c1csc([C@@H]2O[C@H](CO)[C@H](O)[C@H](O)[C@H]2O)n1 | 10%
CC(CCC(C)[n+]1cccc(C#N)c1)[n+]1cccc(C#N)c1 (configuration not stated) | 1%
Cc1ccc(C(=O)NCC(=O)OCC(=O)N(CC(C)C)c2c(N)n(Cc3ccccc3)c(=O)[nH]c2=O)s1 | -2%
Cc1ccc(S(=O)(=O)N2C[C@H]3N(C(=O)OC(C)C)N(C(=O)OC(C)C)C[C@H](OC(=O)Nc4cccs4)[C@@]3(O)C2)cc1 | -19%
CCCc1c(-c2cccc(Br)c2)ncn1Cc1ccccc1OC | -8%
O=C(CSc1ccc(F)cc1)NC(=O)c1ccccc1 | -15%
CC(C)(C)Cc1c(C2CCCCC2)nc2ccc(Br)cn12 | 6%
CCc1nc2c(OCC3COc4ccccc4O3)cccn2c1N(C)C(=O)c1ccccc1F (configuration not stated) | -8%
COC(=O)[C@H](CC(C)C)NC(=O)CC[C@H]1O[C@@H](n2ccc(=O)[nH]c2=O)[C@H](O)[C@@H]1O | 34%
CCC(=O)N1CCCC(C(=O)NS(=O)(=O)c2cc(C)c(Cl)cc2C)CC1 (configuration not stated) | 16%

Copied from the list:
For BRCA1 expr up, CCc1nc2c(OCC3COc4ccccc4O3)cccn2c1N(C)C(=O)c1ccccc1F (configuration not stated) has -8%
For BRCA1 expr up, COc1ccc(S(=O)(=O)N2CCOC2CNC(=O)C(=O)NCc2ccc3c(c2)OCO3)cc1C (configuration not stated) has -4%
For BRCA1 expr up, COC(=O)[C@H](CC(C)C)NC(=O)CC[C@H]1O[C@@H](n2ccc(=O)[nH]c2=O)[C@H](O)[C@@H]1O has 34%

Four compounds drawn at random from those above, as already listed:
SMILES | BRCA1 expr up
O=C(C[n+]1ccc2ccccc2c1)c1ccc2ccc3ccccc3c2c1 | 13%
N#Cc1cccc(-c2csc(C(O)c3ccc(F)cc3)n2)c1 (configuration not stated) | 7.9µM*
COc1ccc(CCNc2ncnc3nc[nH]c23)cc1 | 51%
CNC(=O)C1CN(C(=O)c2cccc(S(=O)(=O)N3CCc4ccccc43)c2)c2ccccc2O1 (configuration not stated) | -10%

Next structures follow:
SMILES | BRCA1 expr up
FC(F)(F)c1nc2nc(Cl)c(Cl)nc2n1CCCN1CCOCC1 | -3%
NCc1csc(NC(=O)Nc2cccc(C(F)(F)F)c2)n1 | -7%
Cc1ccc2nc(-c3ccc(N=Nc4cc(S(=O)(=O)O)c5ccccc5c4O)cc3)sc2c1S(=O)(=O)O | 21%
Cc1ccc(OCCC(=O)NNC(=O)c2ccncc2)cc1 | 0%
Cc1cccc(C)c1-n1nnnc1C1c2ccccc2C(=O)N1CCC(C)C (configuration not stated) | 0%
CC1=C(C(=O)Nc2ccccc2C(=O)N2CCN(c3ccccc3)CC2)SCCO1 | 9%
COc1ccccc1-c1ccccc1C1=CC(=O)CC(C)(C)C1=O | 4%
CC(C)C[C@H]1CNC(=O)C(=O)N1C[C@H]1CCCN1C[C@H](CC(C)C)N1C[C@H](Cc2ccccc2)N(CCc2ccccc2)C(=O)C1=O | -7%
COC(=O)c1ccc2nc(-c3ccc(OC)c(OC)c3)c(Cc3ccc(C)cc3)n2c1 | 0%
N#Cc1ccc(-c2nc3ccc(Cl)cn3c2Cc2ccccc2)cc1 | 11%
CCCN(CCC)Cc1cc(=O)oc2cc(OC)ccc12 | 0%
Cc1ccnc2c([N+](=O)[O-])cccc12 | 10%
N#Cc1ccc(-c2nc3ccc(Br)cn3c2Cc2cccc(Cl)c2)cc1 | 38%
CCc1nc2ccc(C(=O)N3CCN(C(=O)c4ccco4)CC3)cn2c1N(C)C(=O)c1cccc(OC)c1 | 1%
O=C(C[C@H]1C[C@@H]2c3cc(NC(=O)C4CCC4)ccc3O[C@@H]2[C@H](CO)O1)NC1CCCCC1 | 2%
OC(c1ccc(F)cc1)c1nc(-c2ccncc2)cs1 (configuration not stated) | -15%
COC(=O)[C@]12CCCCC=C1N(Cc1ccco1)C(=O)[C@H](CC(=O)NCC13CC4CC(CC(C4)C1)C3)C2 | -41%
CCCCc1ccc(S(=O)(=O)NC(=O)C2(C)CCN2C(=O)c2cccc(F)c2)cc1 (configuration not stated) | 0%
CCCCC(=O)N(C)c1c(C)nc2ccc(C(=O)N3CCN(c4ccccc4)CC3)cn12 | 15%
Cc1ccc2c(CN3CCN(c4ccccc4)CC3)cc(=O)oc2c1 | 14%
O=C(CSc1ncnc2c1oc1ccccc12)Nc1ccc2c(c1)OCCO2 | -4%
COc1cccc(Nc2nc(C(N)CO)cs2)n1 (configuration not stated) | -11%
O=C(COC(=O)C12CC3CC(CC(C3)C1)C2)NCC1CCCO1 (configuration not stated) | 6%
Cc1ccc(N(CC(=O)N2CCCCCC2)S(C)(=O)=O)cc1 | 1%
CC1=C(C(=O)N(C)C)CC(CC(=O)NC2CCCCC2)C(=O)N1Cc1ccc(F)cc1 (configuration not stated) | -1%
CC(C)C[C@H]1CNC(=O)C(=O)N1CC1CCN(CCC(C)c2ccccc2)CC1 (some centres not stated) | 13%
COc1ccc(NC(=O)C2(C)CCN2C2Cc3ccccc3C2)cc1OC (configuration not stated) | -2%
O=C(Nc1ccccc1)c1cc(C2CCCCN2S(=O)(=O)Cc2cccc(C(F)(F)F)c2)on1 (configuration not stated) | 4%
Nc1nc2c(ncn2[C@@H]2O[C@H](CNCC3=Cc4cc(O)ccc4OC3)[C@@H](O)[C@H]2O)c(=O)[nH]1 | 3%
O=C(Nc1ccc2c(c1)[C@H]1C[C@@H](CC(=O)N3CCOCC3)O[C@@H](CO)[C@H]1O2)C1CCOCC1 | 9%
OC(c1ccc(F)c(F)c1)c1nc(-c2cccs2)cs1 (configuration not stated) | 9%
